Kir21 inh: inhibitors of mouse Kir2.1 inward-rectifier potassium channel; P35561; HEK293-Kir2.1, FluxOR thallium flux fluorescence; hits give low values; B-score at 10 µM; 310,000 compounds, 0.85% hits;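 active = fluorescence ratio B-score at or below minus 3 SD of library scores, with starting-brightness B-score within 2 SD, cut at about -4.2 in these data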;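 also: channel flux triggered by added potassium and thallium sulfate stimulus; B-score of peak minus minimum fluorescence over baseline after thallium stimulus; more negative B-score means stronger Kir2.1 block with less thallium influx; some compounds called inactive have numbers as strong as hits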
Target sequence (P35561 whole entry, looked up): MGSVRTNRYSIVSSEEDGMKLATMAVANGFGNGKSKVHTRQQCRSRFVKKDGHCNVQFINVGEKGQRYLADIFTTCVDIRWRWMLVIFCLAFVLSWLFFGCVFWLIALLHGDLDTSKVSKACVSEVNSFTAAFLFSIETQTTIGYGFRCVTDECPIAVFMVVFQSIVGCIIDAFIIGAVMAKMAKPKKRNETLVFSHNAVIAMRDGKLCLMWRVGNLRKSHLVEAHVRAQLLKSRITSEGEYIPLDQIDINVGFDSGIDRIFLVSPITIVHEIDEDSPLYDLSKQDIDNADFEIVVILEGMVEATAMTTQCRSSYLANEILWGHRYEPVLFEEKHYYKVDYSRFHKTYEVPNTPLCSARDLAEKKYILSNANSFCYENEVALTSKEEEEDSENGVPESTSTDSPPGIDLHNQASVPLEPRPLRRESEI
STK33 inh: human STK33 kinase inhibition; Q9BYT3; purified STK33, MBP phosphorylation, ADP-Glo luminescence; inhibition, % at 10 µM; 320,000 compounds, 0.073% hits;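 active = inhibition at or above 25%, using the most active replicate where run in duplicate; inactive = inhibition below 25%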
Target sequence (Q9BYT3 whole entry, looked up): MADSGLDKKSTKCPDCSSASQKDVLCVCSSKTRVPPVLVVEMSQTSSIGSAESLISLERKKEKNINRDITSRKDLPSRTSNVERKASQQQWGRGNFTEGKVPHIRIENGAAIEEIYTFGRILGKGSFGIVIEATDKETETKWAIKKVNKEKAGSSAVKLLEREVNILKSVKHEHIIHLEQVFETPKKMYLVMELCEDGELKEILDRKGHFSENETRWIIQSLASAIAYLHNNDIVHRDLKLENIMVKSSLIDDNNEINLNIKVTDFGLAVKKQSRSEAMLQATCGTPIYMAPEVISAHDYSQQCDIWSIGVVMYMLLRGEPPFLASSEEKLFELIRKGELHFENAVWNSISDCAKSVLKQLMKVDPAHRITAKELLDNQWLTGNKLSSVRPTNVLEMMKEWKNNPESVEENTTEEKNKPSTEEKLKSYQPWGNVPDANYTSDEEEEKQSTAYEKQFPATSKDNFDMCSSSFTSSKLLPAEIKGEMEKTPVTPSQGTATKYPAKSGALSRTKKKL
* hit, by the source's call; / = not tested or not shown.

Kir21 inh	STK33 inh	Molecule
-1.7	8.4	O=C(c1cccs1)N1CCn2c1nc1ccccc12
-0.84	-0.7	CCc1cc2c(NCc3ccccc3)nc(C)nc2s1
-0.69	1.3	Cc1cc(NC(=O)c2cc(-c3cccnc3)nc3c(C)c(C)ccc23)no1
0.19	0.5	COc1ccc(S(=O)(=O)Nc2cc(C)nn2-c2ccccc2)cc1
0.79	-0.4	Cc1ccccc1NC(=O)CS(=O)(=O)c1cn(CC(=O)N2CCOCC2)c2ccccc12
-0.47	-0.6	C=CCn1c(CC(=O)Nc2ccc(C)cc2C)nnc1SCC(=O)N1CCOCC1
-0.83	-0.9	COc1cccc(NC(=O)C(C)OC(=O)CCCNC(=O)c2ccc(Cl)cc2)c1 (stereo not given)
-1.2	-1.6	CC(C)(C)c1csc(NC2=NS(=O)(=O)c3ccccc32)n1
-1.8	0.3	O=c1[nH]c(SCc2n[nH]c(=S)n2-c2ccccc2)nc2sc3c(c12)CCC3
/	1.0	COc1cc(C(=O)NNC(=O)C2CCC2)cc(OC)c1OC
0.18	-0.6	Cc1ccc(CSc2nnc(-c3ccc(NS(=O)(=O)c4ccccc4)cc3)o2)cc1
1.1	-0.8	O=C(CSc1ccccc1)N1CCN(c2ccc(F)cc2)CC1
-0.04	0.6	Cc1nc(CN(C)C(=O)CC2C(=O)NCCN2Cc2ccc(-c3ccccc3)cc2)cs1 (stereo not given)
-0.6	-0.3	Cc1nn(Cc2noc(C(=O)NCCCn3ccnc3)n2)c(C)c1Br
0.26	-0.1	O=C(NC1CCSc2ccccc21)c1cc(S(=O)(=O)N2CCOCC2)ccc1Cl (stereo not given)
-1.4	-2.3	Cc1ccc(C(=O)NC(c2ccccc2)C(Cl)Cl)cc1 (stereo not given)
2.4	-1.4	O=C(CN1c2cccc3cccc(c23)S1(=O)=O)Nc1ccc(S(=O)(=O)N2CCOCC2)cc1
0.45	-0.6	CSc1ccc(/C=N\NC(=O)CNc2ccc(C)cc2)cc1
-0.06	-0.2	COc1ccc(CCNC(=O)CCCc2ccccc2)cc1OC
-2.6	-0.8	Cc1nnc(NC(=O)c2ccc3c(c2)OCO3)s1
0	0.0	COc1ccc(-n2c(C)c(C)c3c(NCCCO)ncnc32)cc1
-0.54	-0.7	CCOC(=O)C1CCN(C(=O)c2ccccc2CCc2ccccc2)CC1
0.8	-0.5	CC1=NN(Cc2cc(C(C)(C)C)c(O)c(C(C)(C)C)c2)C(=O)C1
-1.6	0.1	Cc1ccc(C)c(S(=O)(=O)NCc2ccc(C(=O)N3CCCCC3C)cc2)c1 (stereo not given)
1.1	1.5	CCN1CCN(C(=O)CCc2nnc3ccc(N4CCC5(CC4)OCCO5)nn23)CC1
-0.22	0.9	COc1cccc(CC2(CO)CCCN(Cc3nc(-c4cccs4)oc3C)C2)c1 (stereo not given)
0.92	-0.7	O=C(/C=C/c1ccc(Cl)cc1)N1CCN(Cc2ccccc2)CC1
-0.65	-0.8	O=[N+]([O-])c1cccc(CN2CCN(c3ncccn3)CC2)c1
0.68	1.1	O=C(C(=O)N1CCN(c2ccc(F)cc2)CC1)c1c[nH]c2ccccc12
-0.84	-0.9	Nc1nc(SCC(=O)NCCOCCO)nc2sc3c(c12)CCCC3

Some of these compounds in order of count of non-hydrogen atoms, falling:
Kir21 inh	STK33 inh	Molecule
0.26	-0.1	O=C(NC1CCSc2ccccc21)c1cc(S(=O)(=O)N2CCOCC2)ccc1Cl (stereo not given)
1.1	-0.8	O=C(CSc1ccccc1)N1CCN(c2ccc(F)cc2)CC1
-0.65	-0.8	O=[N+]([O-])c1cccc(CN2CCN(c3ncccn3)CC2)c1
-1.4	-2.3	Cc1ccc(C(=O)NC(c2ccccc2)C(Cl)Cl)cc1 (stereo not given)

(next part)
Kir21 inh	STK33 inh	Molecule
-0.96	1.0	COc1ccccc1C(=O)Nc1ccc(NC(=O)c2ccco2)cn1
1.5	7.2	O=C(CN1C(=O)c2cccnc2Oc2ccc(Cl)cc21)Nc1ccccc1F
-0.42	-0.3	O=C(NCCCn1ccnc1)c1ccc(Cl)s1
-0.17	-0.3	Nc1ccc(C(=O)OCc2nc3c(ccc4ccccc43)[nH]2)cc1
-0.04	-0.3	Cc1ccc2nc(C)cc(N/N=C/c3cccnc3)c2c1
2.7	1.2	O=S1(=O)CCN2C=C(Cl)C=C(Cl)C2=N1
-0.05	-1.0	Cn1cc(CCNC(=O)c2ccc3nc(Cc4ccccc4F)oc3c2)cn1
/	-5.1	CCOc1ccc(S(=O)(=O)Nc2cc(NS(=O)(=O)c3ccc(OCC)cc3)cc(C(=O)O)c2)cc1
-0.77	-0.3	Oc1ccccc1C(=S)N1CCCC1
-0.1	-0.1	CCOC(=O)c1c(N)sc(-c2ccccc2)c1C
1.1	0.2	O=C(CCc1nc(-c2ccc(Cl)cc2)no1)NC1CCCCC1
0.92	-2.2	CCOC(=O)C1CCN(S(=O)(=O)c2c(C)[nH]c(C)c2C(=O)N2CCCC2)CC1
0.6	-0.2	Cc1ccccc1C(=O)N/N=C/c1ccccn1
0.58	/	S=C1CCSc2ccc(Cl)cc2N1
0.52	1.1	COCCCNC(=O)CCn1c(=O)c2ccccc2n(CC(=O)NCCC2=CCCCC2)c1=O
-1.8	-2.8	O=C(NCCCN1CCOCC1)C(=O)NCC1OCCN1S(=O)(=O)c1ccc(Br)cc1 (stereo not given)
0.37	-0.5	CCc1ccc(Oc2coc3cc(OCC(=O)Nc4cc(C)ccc4C)ccc3c2=O)cc1
1.5	-1.3	Cc1ccc2[nH]c(=O)c(CN(C)C(=O)c3ccccn3)cc2c1
-3.3	-0.8	COc1ccc2[nH]c(=O)c(C(c3nnnn3CC3CCCO3)N3CCc4ccccc4C3)cc2c1 (stereo not given)
-2.5	1.1	Cc1ccccc1Nc1nnc(SCC(=O)c2ccc(O)cc2O)s1
0.98	0.4	COc1cccc2c(C)nc(Nc3nc(CSc4nnc(C)s4)cc(=O)[nH]3)nc12
0.01	-0.9	Cc1cccc(NC(=O)CSc2nnc(C)n2Cc2ccccc2)c1
/	-1.8	CCOC(=O)c1cc(OC(=O)c2cccnc2)n(-c2ccccc2)n1
2.4	-0.7	COc1ccc(N2CCN(C(=S)Nc3ccc(F)cc3)CC2)cc1
-6.3*	/	CN(C)CC#CCOC(c1ccccc1)c1ccccc1
2	0.8	CCC(C)Sc1nnc(Cc2cc(=O)[nH]c(=O)[nH]2)n1-c1ccc(OC)cc1 (stereo not given)
/	0.3	COc1cc(CCCN2CCNC[C@@H]2CC2CCCCC2)cc(OC)c1OC
0.03	0.9	CN(CCCC(=O)N1CCCC(C(N)=O)C1)S(=O)(=O)c1ccc(F)cc1 (stereo not given)
-0.52	0.2	Cc1cc(NC(=O)CSc2nnc(COc3cccc(C)c3C)n2Cc2ccco2)no1
-2.1	1.4	CCCC(=O)N(Cc1cc2ccccc2[nH]c1=O)c1ccccc1OC

Seven of the compounds above, in CSV form.
molecule,Kir21 inh,STK33 inh
Cc1ccc2nc(C)cc(N/N=C/c3cccnc3)c2c1,-0.04,-0.3
Cc1cc(NC(=O)CSc2nnc(COc3cccc(C)c3C)n2Cc2ccco2)no1,-0.52,0.2
COc1ccccc1C(=O)Nc1ccc(NC(=O)c2ccco2)cn1,-0.96,1.0
O=C(CCc1nc(-c2ccc(Cl)cc2)no1)NC1CCCCC1,1.1,0.2
Cc1ccc2[nH]c(=O)c(CN(C)C(=O)c3ccccn3)cc2c1,1.5,-1.3
COCCCNC(=O)CCn1c(=O)c2ccccc2n(CC(=O)NCCC2=CCCCC2)c1=O,0.52,1.1
CCCC(=O)N(Cc1cc2ccccc2[nH]c1=O)c1ccccc1OC,-2.1,1.4

Next part
Kir21 inh	STK33 inh	Molecule
-1.3	-0.1	CC(=O)N1c2ccccc2Sc2ccccc21
0.39	/	Cc1ccc(-c2nnc(NC(=O)c3ccc([N+](=O)[O-])o3)o2)c(C)c1
-1.5	-0.3	Nc1c(C(=O)N/N=C/c2ccc(F)cc2)oc2nc(-c3ccccc3)cc(-c3ccco3)c12
0.21	2.4	O=C1Nc2ccccc2N2CCCC12 (stereo not given)
1.4	-4.5	COCCCNC(=S)NNC(=O)c1csc2ccccc12
1.6	-1.5	CCOC(=O)c1[nH]c2cc(OC)c(OC)cc2c1NC(=O)C(C)N1CCN(Cc2ccccc2)CC1 (stereo not given)
0.96	-0.6	Cc1nn(-c2ccccc2)c(N)c1N=Nc1cccnc1
1.1	/	Cn1c(C(=O)N2CCN(c3ccc([N+](=O)[O-])cc3)CC2)cc2c(=O)[nH]c3ccccc3c21
-1.4	-1.3	CCOCCCNC(=O)C1CCN(Cc2cccc(OCc3ccccc3)c2)CC1
0.45	0.0	CCOc1ccccc1NC(=O)N1CCC(c2nc3ccc(C)cc3[nH]2)CC1
-1.4	-1.5	CCOC(=O)c1cc(OCC(=O)NC(C)C(C)C)cc(C(=O)OCC)c1 (stereo not given)
-1.3	-1.3	COc1ccc(CNC(=O)C(=O)NCC2OCCN2S(=O)(=O)c2ccccc2)cc1 (stereo not given)
-0.52	-0.6	CCC(Cc1ccccc1)NC(=O)CCn1cccc1 (stereo not given)
1.9	-0.4	COc1cccc2c1OC1(C)CC2N(C(=O)c2ccco2)C(=S)N1c1ccc(F)cc1 (stereo not given)
-0.9	0.8	COc1cccc(CNC(=O)CCN2C(=S)NC(C)(C)CC2C)c1 (stereo not given)
0.6	-0.5	O=C(COc1ccc([N+](=O)[O-])cc1)Nc1cccc2nsnc12
1.2	-0.5	COc1ccccc1C(=O)NC(=O)COC(=O)c1cc[n+]([O-])cc1
-0.12	/	CNC(=O)c1c(NC(=O)c2ccco2)sc(C)c1C
0.69	-0.9	O=C(c1ccncc1)N(Cc1cc2ccccc2[nH]c1=O)C1CCCCC1
0	0.3	Cc1ccc(C(=O)NCC(=O)OCc2csc(-c3ccccc3)n2)cc1
-0.95	-1.5	N#CC1C=Cc2ccccc2N1C(=O)c1ccccc1 (stereo not given)
0.64	-0.4	Cc1cccc(NC(=O)c2ccc(S(=O)(=O)N(C)C)cc2)n1
0.36	-3.1	O=C(O)c1cccnc1Sc1ccc(Br)cc1
0.93	3.5	CCOC(=O)Cn1nc(Cc2ccccc2)c2ccccc2c1=O
/	-2.9	O=C(CNc1cccc(C(F)(F)F)c1)Nc1cccc(S(=O)(=O)N2CCCC2)c1
-2	-5.7	N=c1c2ccccc2nc2n1CCCCCCCCCCC2
1.1	1.8	CCn1c(SCC(=O)Nc2ccc3c(c2)c2ccccc2n3CC)nnc1-c1cnccn1
-0.1	9.8	CCn1ccnc1CN(C)C(=O)c1cc(COc2ccc(Cl)cc2OC)on1
-0.63	-0.9	O=C(Nc1ccc(Cl)cc1)c1ccsn1
-1.4	-1.5	COc1ccccc1NC(=S)N1CC(C)(C)C1=O
0.21	-0.5	CCc1ccc(CN(C)C(=O)c2cc(COc3c(F)cccc3F)on2)cc1
0.04	-2.1	COc1ccc(CNC(=O)CN2C(=O)COc3ccc(S(=O)(=O)N4CCOCC4)cc32)cc1
0.09	0.2	COc1ccc(CN(C)S(=O)(=O)c2nnc(NC(=O)c3ccccc3Br)s2)cc1
-2.2	-1.6	Cc1cccc(C#N)c1NC1=CC(=O)CC(C)(C)C1
-0.38	-1.5	CCN(C(=O)c1cnc2scc(C)n2c1=O)c1ccccc1C
0.35	-0.2	N=C(N)c1ccc(Cl)cc1
-1.7	0.0	CCN(CC)S(=O)(=O)c1ccc2c(c1)C(=NO)c1cc(S(=O)(=O)N(CC)CC)ccc1-2
/	-1.8	COc1ccc2nc(C)c3cc(C)oc3c2c1
1.6	0.2	O=C(Nc1ccc(N2CCN(C(=O)c3cccs3)CC2)c(Cl)c1)c1ccco1
-0.07	-1.4	O=C(N/N=C/c1ccc2c(c1)OCO2)C(=O)N1CCCC1
-0.53	1.5	Cc1ccc2nc(N(CCCN(C)C)C(=O)c3ccc(S(=O)(=O)N4CCc5ccccc5C4)cc3)sc2c1
0.97	-1.5	COCCOn1c(SCCOC)nc2ccccc2c1=O
0.16	0.7	CCn1c(O)c(N=NC(=S)NCC2CCCO2)c2ccccc21 (stereo not given)
0.74	-3.2	O=C1c2cccnc2C(=O)N1c1cccc([N+](=O)[O-])c1
1.5	/	O=S(=O)(NCC(c1ccc2c(c1)OCO2)N1CCN(c2ccccc2)CC1)c1ccccc1 (stereo not given)
1.3	1.5	CCCCOCCCNC(=O)c1ccc([N+](=O)[O-])c(C)c1
0.02	-0.3	Oc1ccc(C2C(c3ccccc3)=NN=C(c3ccccc3F)N2O)c(O)c1 (stereo not given)
-2.6	0.3	Cc1ccc(S(=O)(=O)N(CC(=O)NCCC2=CCCCC2)Cc2ccccc2)cc1
/	0.9	O=C(COC(=O)Cc1c(F)cccc1Cl)Nc1ccc2[nH]c(=O)[nH]c2c1
0.17	-0.5	COc1ccc(C(=O)OCC(=O)NCCN2C(=O)CSC2=O)cc1
0.47	0.7	COc1ccc(NS(=O)(=O)c2cc(NC(=O)C3CCCO3)ccc2N2CCCCC2)cc1 (stereo not given)
0.12	-0.3	CCN(CC)S(=O)(=O)c1ccc(N2CCCC2)c(NC(=O)C2=COCCO2)c1
-0.15	-0.2	Cc1cc(S(=O)(=O)N(Cc2ccccc2)Cc2ccc(N(C)C)cc2)ccc1-n1cnnn1
0.58	-0.6	O=[N+]([O-])c1cccc(-c2csc(N/N=C/c3cccc(O)c3)n2)c1
-0.87	-0.5	C/C(=C/C(=O)NCc1ccccc1)C(=O)O
0.01	/	Cc1ccc(C)c(C(=O)COC(=O)CCN2C(=O)C3C4CCC(C4)C3C2=O)c1 (stereo not given)
-0.9	-1.6	Cc1ccccc1S(=O)(=O)Cc1ccc(C(=O)NCCN(CC(C)C)CC(C)C)o1
0.31	-1.5	CCOC(=O)N1CCN(C(=O)CS(=O)(=O)c2cn(Cc3ccc(Cl)cc3)c3ccccc23)CC1
0.33	0.0	OCc1ncccc1O
